# Screening results: PubChem BioAssay, National Center for Advancing Translational Sciences (NCATS)
# GLS inh = blocks human kidney-isoform glutaminase activity | O94925 | GLS enzymatic activity, qHTS titration | Potency, µM (doses to about 45.5 µM), for the others: at the top dose activity change, negative = inhibition, hits mostly inhibitors | 0.21% of 410,000 active; further: potency means the concentration at half of the fitted maximal effect; on the % scale 0 is the no-effect control and ±100 the full control effect
# Target sequence (O94925 whole entry, looked up, canonical isoform): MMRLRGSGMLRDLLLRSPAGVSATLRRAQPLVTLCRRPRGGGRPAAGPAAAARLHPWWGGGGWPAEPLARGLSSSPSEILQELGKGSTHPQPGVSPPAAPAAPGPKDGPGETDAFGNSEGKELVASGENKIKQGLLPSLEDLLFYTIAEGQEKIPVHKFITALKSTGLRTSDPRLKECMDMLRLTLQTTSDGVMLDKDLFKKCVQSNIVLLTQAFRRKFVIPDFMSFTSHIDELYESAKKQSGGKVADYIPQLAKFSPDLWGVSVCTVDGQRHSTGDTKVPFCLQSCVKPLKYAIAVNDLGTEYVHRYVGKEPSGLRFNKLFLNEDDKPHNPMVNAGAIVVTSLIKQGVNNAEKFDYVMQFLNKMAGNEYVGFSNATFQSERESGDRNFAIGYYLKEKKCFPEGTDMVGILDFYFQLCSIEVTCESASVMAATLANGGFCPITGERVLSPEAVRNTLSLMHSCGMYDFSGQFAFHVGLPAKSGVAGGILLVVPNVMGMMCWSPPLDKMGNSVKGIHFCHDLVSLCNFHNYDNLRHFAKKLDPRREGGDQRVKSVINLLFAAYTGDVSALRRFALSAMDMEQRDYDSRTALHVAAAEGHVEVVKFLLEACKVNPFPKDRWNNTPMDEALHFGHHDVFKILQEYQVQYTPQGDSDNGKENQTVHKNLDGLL
#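 Assay buffer: 45 mM KH2PO4 pH 8.2, 0.02% Tween-20. hKGA acts on L-glutamine (1 mM solution added); product glutamate is reported by an oxidase/peroxidase Amplex Red coupling, with fluorescence taken at baseline and 30 min.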
# JMJD2A Tudor = blocks the human JMJD2A Tudor domain; AID 504339; Potency, µM (top dose mostly 114 µM), without a hit: at the top dose activity change, negative = inhibition, actives largely listed as inhibitors; 4.4% of 390,000 active; AlphaScreen JMJD2A-Tudor / H3K4me3 peptide binding; O75164; further: potency means the concentration at half of the fitted maximal effect; on the % scale 0 is the no-effect control and ±100 the full control effect; nearly all actives have a fitted effect of over 50% in size
# PGK inhibitor = inhibitors of T. brucei phosphoglycerate kinase; P07378; PGK/GAPDH coupled, Kinase-Glo luminescence, 60 min; Potency, µM (top dose mostly 57.5 µM), for inactives: top-dose activity change, negative = inhibition, actives largely listed as inhibitors; 0.043% of 380,000 active; AID 602233; further: potency means the concentration at half of the fitted maximal effect; on the % scale 0 is the no-effect control and ±100 the full control effect; nearly all actives have a fitted effect of over 60% in size
#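 Recombinant glycosomal PGK reaction used 1,3-bisphosphoglycerate generated in-well by GAPDH (100nM final) in 100mM TEA pH 7.6, 5mM MgCl2, 0.01% Tween-20. After 60 minutes at room temperature, ATP was read by Kinase-Glo Plus luminescence end-point.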
# Pol eta inh = inhibitors of human DNA polymerase eta; recombinant Pol eta, fluorescent DNA replication assay; Potency, µM (top dose mostly 114 µM), for inactives: at the top dose activity change, negative = inhibition, usual class: inhibitors; 1.2% of 390,000 active; further: potency means the concentration at half of the fitted maximal effect; on the % scale 0 is the no-effect control and ±100 the full control effect
#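 Pol eta at 10 nM preincubated with compounds 15 min at room temperature; reaction started with fluorescent substrate (50 nM final) and read kinetically at 0 and 10 min.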
# HP1b chromo inh = HP1-beta chromodomain-methylated histone interaction inhibition | AlphaScreen HP1-beta / biotin-H3K9me3 peptide binding | Potency, µM (highest dose often 114 µM), for inactives: at the highest dose activity change, negative = inhibition, hits mostly inhibitors | 0.56% of 390,000 active | AID 540317; further: potency means the concentration at half of the fitted maximal effect; nearly all actives have a fitted effect of over 70% in size; inactives centre near 23
#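 AlphaScreen: HP1-beta (50 nM) preformed 30 min with biotin-H3(1-18)K9me3 peptide (50 nM) in PBS pH 7.4, 0.01% Tween-20. Compound added for 30 min at RT, then streptavidin donor/nickel chelate acceptor beads (10 ug/mL) for 30 min.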
# PI4K2A inh = blocks human PI4K2A kinase activity; activity change, negative = inhibition, % at 76.9 µM; purified PI4K2A, ADP-Glo luminescence, 1 h; stronger effect = lower value; Q9BTU6; 0.13% of 420,000 active; in the data active means activity change below about -50%; inconclusive means mostly about -30% to -49%;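 further: -100% = wells without enzyme as full effect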
#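 ADP-Glo luminescence measured ADP generated by PI4K2A enzyme (4 ug/mL before mixing) with 1.2 mM PI substrate (pre-mix) and 300 microM ATP (pre-mix). Tris pH7.5 buffer with MgCl2, Triton X-100; 1 h reaction at ambient temperature.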
# G9a inh = inhibitors of human histone lysine methyltransferase G9a; 8.8% of 350,000 active; AID 504332; Q96KQ7; G9a H3K9 monomethylation, AlphaScreen, 2 h; Potency, µM (series often up to 102 µM), inactives show at the top dose activity, negative = inhibition, hits mostly inhibitors; further: potency means the concentration at half of the fitted maximal effect; on the % scale 0 is the no-effect control and ±100 the full control effect; nearly all actives have a fitted effect of over 75% in size
# Target sequence (Q96KQ7 913-1193 limits assumed): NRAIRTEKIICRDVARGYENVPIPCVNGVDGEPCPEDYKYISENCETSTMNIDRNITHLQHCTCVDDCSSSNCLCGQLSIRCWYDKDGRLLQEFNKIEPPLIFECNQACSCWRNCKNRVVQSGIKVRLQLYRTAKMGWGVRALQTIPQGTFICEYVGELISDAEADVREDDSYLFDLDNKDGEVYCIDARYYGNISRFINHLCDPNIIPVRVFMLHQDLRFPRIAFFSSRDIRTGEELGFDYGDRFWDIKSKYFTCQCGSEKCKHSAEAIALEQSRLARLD
#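 G9a (20 nM) preincubated 15 min RT with compounds, then 500 nM biotinylated H3K9 peptide and 20 uM SAM added; 2 h RT reaction. Monomethyl-H3K9 product detected by AlphaScreen with anti-H3K9me1 antibody, streptavidin donor and anti-rabbit IgG acceptor beads.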
# BAZ2B inh = inhibitors of human BAZ2B bromodomain. Potency, µM (doses to about 114 µM), for inactives: at the highest dose activity change, negative = inhibition, actives largely listed as inhibitors. 4.4% of 360,000 active. AID 504333. Q9UIF8. AlphaScreen BAZ2B-H3K14Ac peptide displacement; further: potency means the concentration at half of the fitted maximal effect; on the % scale 0 is the no-effect control and ±100 the full control effect; nearly all actives have a fitted effect of over 60% in size
#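 Complex of BAZ2B and biotin-H3K14Ac (50 nM apiece) forms over 30 min at RT, then faces library compounds up to 110 uM for another 30 min; AlphaScreen beads added, 20 min dark incubation, luminescence read.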
# Pin1 inh = human Pin1 inhibition | Q13526 | 0.009% of 390,000 active | AID 504891 | Pin1 FP peptide displacement, HiFluor488, 10 min | Potency, µM (doses to about 115 µM), without a hit: at the highest dose activity, negative = inhibition, usual class: inhibitors; active means well fitted inhibition curve with a large enough effect in the polarisation, with a control signal flat, not every such curve was filed as active; inconclusive means small, poorly fitted or top-dose-only effect, or effect the other way, or a change in a side signal; inactive means no such curve, though single readings can be large or run the other way; the % refers to the polarisation; further: potency means the concentration at half of the fitted maximal effect; on the % scale 0 is the no-effect control and ±100 the full control effect
# * hit, by the source's call; i = inactive; ? = inconclusive; . = no result given; & = joins results of further samples; [ ] = dose if it differs, or a comment. Unless noted, the call rests on the fitted dose curve; in most records, active means well fitted curve in the direction sought with a large enough effect; inconclusive means small, poorly fitted or top-dose-only effect, or another doubt; inactive means no such curve, though single readings can be large; an effect the other way counts as inactive or inconclusive. Not all compounds are listed; count on the stated rates, not on these rows.
SMILES,GLS inh,JMJD2A Tudor,PGK inhibitor,Pol eta inh,HP1b chromo inh,PI4K2A inh,G9a inh,BAZ2B inh,Pin1 inh
CCc1ccc(N(CC(=O)Nc2sc3c(c2C(=O)OC)CCCC3)S(C)(=O)=O)cc1,-4%,-28%,4%,-30%,21%,4,8%,-10%,-1%
Cc1cc2ccccc2c(=O)n1CC(=O)NCCC1=CCCCC1,1%,6%,8%,-2%,17%,3,-45%,-27%,?
COc1cccc(NC(=O)c2oc3ccc(S(=O)(=O)N(C)C4CCCCC4)cc3c2C)c1,4%,-15%,1%,-17%,25%,2,-4%[59 µM],-3%,9%
Cc1c(CC(=O)O)c(=O)oc2cc3occ(-c4ccc(F)cc4)c3cc12,?,-10%,0%,2%,10%,7,0%,-4%,?
COc1ccc(C)cc1NC(=O)COCc1cc(-c2ccc(F)cc2)on1,5%,15%,-10%,-16%,52%,-2,30%[59 µM],33%[activator],1%
C[C@H](NC(=O)C1CCN(S(=O)(=O)c2ccccc2)CC1)C(=O)NCc1cccc(C(F)(F)F)c1,0%,-5%,-6%,-13%,25%,-1,44%[activator],-10%,0%
COc1ccccc1CNC(=O)C(C)Sc1ccc(C)cc1 (stereo not given),3%,-27%,-4%,-11%,-6%,-2,20%,16%,0%
CCN(Cc1ccc(O)cc1)CC1CCCN(CCc2cccc(F)c2)C1 (stereo not given),21%,-13%,-9%,-19%,38%,2,.,-12%,-7%
CCNc1nc(NCC)n2c(SCC(=O)Nc3ccc(C)c(C)c3)nnc2n1,-2%,-9%,-9%,-12%,3%,0,3.5µM*,50µM*,3%
Nc1ccccc1Nc1ccccc1,1%,45µM*,-1%,-24%,?,-8,.,45µM*,?
Cc1ccc(C(C)C)c(O)c1C(=O)O,35%[activator],-24%,-2%,-6%,46%[activator],6,.,.,1%
COc1cc(O)c(C(CC(=O)N2CCOCC2)c2ccc(N(C)C)cc2)c(OC)c1 (stereo not given),44%[activator],?,-7%,-21%,-8%&8%,2,-41%[12.7 µM],?,-4%&-7%
O=c1cc(N2CCCCC2)c(-c2ccccc2)nn1Cc1cccc(F)c1,10%,-6%,.,-17%,31%,-3,1%,-15%,1%
CCOCC(=O)Nc1c(C(=O)Nc2ccc3c(c2)OCO3)oc2ccccc12,-6%,-11%,-6%,-5%,62%[activator],1,2%,-22%,-1%
COc1ccc(OC)c(CCNC(=O)c2c(C)oc3ncn(CC(C)C)c(=O)c23)c1,-3%,-32%,i,-19%,14%,2,-40%[59 µM],-4%[57.1 µM],-1%
O=C(CCCn1c(SCC(=O)c2ccc(F)cc2)nc2ccccc2c1=O)NCc1ccco1,-7%,8%,-4%,-8%,30%,3,4%,5%,6%
O=C(NCc1ccccc1)c1cc[n+](CC(=O)c2cccs2)cc1,-16%,-29%,-8%,-16%,14%,3,?,-1%,0%
Cc1ccc(S(=O)(=O)N2CCCc3cc(NC(=O)c4ccc(C(C)(C)C)cc4)ccc32)cc1,1%,-3%,-10%,-15%,54%[activator],2,8%[59 µM],10%,14%
Cc1ccc(NC(=O)CSc2nc3ccc(NC(=O)c4cccs4)cc3s2)cc1,-9%,-11%,-5%,-14%,16%,4,2%[59 µM],-3%,22%
COc1ccc(Nc2nc3cc(Cl)c(Cl)cc3n3cnnc23)cc1Cl,-5%,-15%,-8%,-4%,11%,4,-10%[59 µM],-7%,60%[activator]
CCc1ccc(/C=C2\SC(N3CCCC3)=NC2=O)cc1,-13%,-15%,-9%,-6%,20%,3,0%,-25%,2%
CCOc1ccccc1NC(=O)c1ccc(CN2CCc3ccccc3C2)cc1,-4%,15%,0%,-28%,51%[activator],0,11%,-4%,4%
CC(C)=C(NC(=O)c1ccccc1)C(=O)NCCCC(=O)O,-3%,-5%,-6%,3%,14%,3,21%[59 µM],.,-3%
Cc1c(-c2ccccc2)c(=O)oc2c(CN3CCCC3)c(O)ccc12,4%,-18%,i,-4%,15%[57 µM],2,8%[59 µM],8%,5%
Cc1ccc(-n2c(Cc3cccs3)nnc2SCC(=O)Nc2ccc(S(N)(=O)=O)cc2)cc1,4%,-26%,-2%,-7%,6%,2,45µM*,4%,3%
CCN(CC)S(=O)(=O)c1ccc(C)c(NC(=O)COC(=O)CCC(=O)c2cccs2)c1,9%,-22%,0%,-8%,-3%,-14,1%[12.7 µM],?,-1%
CN(C)/C=C/C(=O)c1cnc(-c2ccccn2)s1,4%,-18%,-7%,-12%,-1%,4,-2%,-2%,-4%
COc1ccccc1OCCNC(=O)c1ccc2c(c1)CCC2,3%,-5%,i,-15%,33%,3,10%,7%,1%
O=C1CCCCN1CCC(=O)N1CCCC(N2CCN(c3ccccc3)CC2)C1 (stereo not given),12%,-10%,4%,-18%,35%,-2,23%,-8%,-6%
O=C(CCN1C(=O)/C(=C/c2ccccc2)SC1=S)Nc1cccnc1,-6%,-1%,4%,-20%,-8%,-2,-6%,4%,-1%
COc1cccc2cc(-c3nc(-c4ccc(C)cc4)c(C)s3)c(=O)oc12,4%,-3%,-10%,-17%,31%,-5,1%[59 µM],4%,?
COc1ccc(S(=O)(=O)N2CCCCC2)cc1C(=O)N1CCCCCC1,6%,-13%,-6%,-20%,14%,-1,.,.,-6%
O=C(CCCn1c(=S)[nH]c2cc3c(cc2c1=O)OCO3)NCc1ccccc1Cl,-1%,-15%,-8%,-18%,29%,-7,37%[activator][59 µM],-15%,-4%
CCOc1ccc(N=C(C)c2ccccc2O)cc1,3%,-16%,-3%,-16%,24%,0,?,-35%,-6%
COc1ccccc1/C=C/C=N/N1CCN(Cc2cccc3ccccc23)CC1,3%,11µM*,-7%,-20%,?,4,?,32µM*,10%
O=C(COc1cccc(C(F)(F)F)c1)Nc1cccc(S(=O)(=O)NC2=NCCCCC2)c1,-10%,-18%,-1%,-16%,24%,5,.,.,3%
CSc1ccc(CCNS(=O)(=O)c2csc(C(N)=O)c2)cc1,-1%,-19%,-3%,-4%,41%[activator],1,73%[activator],-23%,-1%
COc1ccc(OCC(=O)Nc2ccccc2O)cc1,22%,-18%,-18%,-5%,14%,1,16%[59 µM],3%,-5%
Cc1cc(NS(=O)(=O)c2ccc(NC(=O)CNS(=O)(=O)c3ccccc3)cc2)nc(C)n1,0%,-14%,-5%,5%,12%,1,.,.,-2%
CCN(CC)S(=O)(=O)c1ccc2[nH]cc(C(=O)NC3CC3)c(=O)c2c1,-2%,-3%,.,-16%,64%[activator],-2,-13%,-1%,-3%
CC[C@]1(C(=O)OC)[C@H]2C(=O)N(Cc3ccccc3)C(=O)[C@H]2[C@H]2CN=C(SCc3ccc(C)cc3)N21,4%,-26%,-6%,-8%,29%,-3,.,.,6%
CCN(CC)CCN(CC(=O)N(C1CCCCC1)C1CCCCC1)C(=O)c1cccnc1,1%,-9%,-10%,-11%,36%,-6,50µM*,?,-3%
O=C(CSc1ccc(-c2ccc(F)cc2)nn1)N1CCOCC1,-1%,-12%,-11%,-4%,59%[activator],-16,-6%[59 µM],-16%,1%
O=C(O)c1cc(N/N=C/c2ccc(N3CCOCC3)s2)ccc1Cl,68%[activator],45µM*,-6%,11µM*,?,-7,2.2µM*,50µM*,?
Cc1ccc(C)c(N2CCN(S(=O)(=O)c3ccc4[nH]c5c(c4c3)CCCC5)CC2)c1,-2%,-36%,-4%,-22%,17%,5,?,-35%,12%
N#Cc1cccc(NC(=O)CSc2cccc[n+]2[O-])c1,1%,-12%,-10%,-13%,52%[activator],4,.,.,-3%
Cc1[nH]nc2nc(SCC(=O)NCCC3=CCCCC3)n(-c3ccc(Br)cc3)c(=N)c12,-4%,-15%,i,-6%,20%,-3,19%,-18%,2%
N#CC1(c2ccc(NC(=O)c3ccccc3F)cc2)CCCC1,7%,8%,-12%,-11%,60%[activator],?,48%[59 µM],6%,2%
CCCCn1c(CNC(=O)C23CC4CC(CC(C4)C2)C3)nnc1SC(C)CC (stereo not given),5%,-16%,-8%,-23%,14%,6,22%[59 µM],-30%,-6%
CCN(CC(=O)Nc1ccc(NC(C)=O)cc1)C(=O)CCCOc1ccc(C(C)(C)C)cc1,-2%,-25%,-1%,-21%,3%,4,-43%[12.7 µM],-5%,0%
CC1CC2CCCC(O)=C2C(=O)O1 (stereo not given),7%,-14%,-2%,-5%,25%,-1,.,.,-5%
COc1ccc(NC(=O)CCCn2c(=O)c3cccn3c3ccccc32)c(OC)c1,3%,-33%,-15%,-18%,12%,1,-1%[59 µM],-14%,13%
Cc1ccc(NC(=O)CCC(=O)NNC(=O)c2cccs2)c(C)c1,9%,-14%,i,1%,7%,-3,23%[59 µM],-1%[57.1 µM],-8%
CCOc1ccc(C2C(C#N)=C(N)N3C(=C2C#N)Sc2ccccc23)cc1 (stereo not given),-17%,18%,.,-10%,76%,10,-20%[59 µM],63%[activator],?
COc1ccccc1CNCC(=O)Nc1ccc(C(F)(F)F)cc1,12%,-14%,6%,-8%,6%,4,22µM*,56µM*,-2%
CCS(=O)(=O)N1Cc2ccccc2CC1C(=O)Nc1nc(C)cs1 (stereo not given),-11%,-7%,1%,8%,27%,0,-38%,-18%,-8%
